EWS-Fli block – blocks EWS/Fli oncoprotein-driven transcription | 350,000 compounds, 0.67% hits | inhibition, % at 12.6 µM | A673 NR0B1-luciferase reporter, viability-normalised;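 active = mean inhibition of at least 50% after viability correction, with every replicate also passing that limit; inconclusive = mean reaches 50% but only one of two replicates passes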;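 note: firefly luciferase signal divided by Alamar Blue viability fluorescence both relative to DMSO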
ARNT TACC3 PPI – ARNT/TACC3 interaction disruption; AlphaScreen His-ARNT PAS-B/GST-TACC3 binding, luminescence; TACC3 fragment carries E629A point mutation; 390,000 compounds, 0.66% hits; inhibition, % at 9.99 µM; Q9Y6A5;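 active = mean inhibition of replicates at least 50% and at least half of replicates each reaching 50%; inconclusive = half or more replicates reach 50% but mean below 50%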;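 note: 0% = complete ARNT plus TACC3 wells and 100% = ARNT alone without TACC3; many hits fall short of the cut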
LGR2 antag – inhibitors of bursicon-induced Drosophila LGR2 receptor cAMP signaling; 380,000 compounds, 0.35% hits; HEK293 LGR2, CRE-luciferase, bursicon-stimulated, 4 h; inhibition, % at 9.99 µM;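 active = drop in luminescence signal, shown as inhibition above about 50% in the replicate tests, limit read from the data, passing the limit was not always enough; inconclusive = probably only some replicates passing the limit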;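 note: agonist challenge used bursicon conditioned medium at about half maximal strength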
PAX8 inh HTS – lowers PAX8-driven luciferase in RMG-I cells; RMG-I TPO-luciferase reporter, SteadyGlo, 24 h; inhibition, % at 12.6 µM; AID 652154; 360,000 compounds, 1.2% hits;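 active = mean replicate inhibition at least 60% with every replicate also reaching 60%; inconclusive = only one of the two criteria is met; inactive = mean below 60% and not all replicates reaching 60%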;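 note: luciferase light reporting Pax8 driven TPO promoter activity; plate controls were median of neutral control wells for no effect and mitoxantrone controls for full effect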
Casp6 inh – blocks human caspase-6 cleavage activity | P55212 | purified caspase-6, Z-VEID-R110 cleavage fluorescence | inhibition, % at 12.5 µM | 350,000 compounds, 0.53% hits | AID 686996;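 active = mean inhibition across replicates at least about 35%, with every replicate also reaching that limit, limit read from the data; inconclusive = only one of the two criteria met; inactive = neither criterion met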;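 note: 0% = median of neutral control wells and 100% = no fluorescence left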
Target sequence (P55212 24-179 limits assumed): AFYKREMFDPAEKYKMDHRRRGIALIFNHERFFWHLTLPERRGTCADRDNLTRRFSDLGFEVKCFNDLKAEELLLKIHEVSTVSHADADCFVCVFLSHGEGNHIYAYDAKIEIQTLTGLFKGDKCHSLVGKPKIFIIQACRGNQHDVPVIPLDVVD
Target sequence (P55212 194-293 limits assumed): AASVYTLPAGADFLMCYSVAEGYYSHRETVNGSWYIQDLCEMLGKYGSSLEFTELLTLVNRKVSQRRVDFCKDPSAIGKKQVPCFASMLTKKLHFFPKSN
DENV2 CPE – protects cells from dengue virus 2 cytopathic effect; DENV2-infected cells, cytopathic effect rescue, plate reader; CPE inhibition, % at 9.99 µM; 350,000 compounds, 1.7% hits; in the data active = CPE inhibition above about 20%, passing the limit was not always enough; inconclusive = no clear call, values can overlap the other calls; tested in BHK-21 cells;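 note: 0% = median of neutral control wells and 100% = median of positive control wells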
SIRT5 inh – inhibitors of human sirtuin-5 desuccinylase. Q9NXA8. Purified SirT5, succinyl-peptide AMC, trypsin-coupled fluorescence. inhibition, % at 15 µM. 330,000 compounds, 1.1% hits. AID 652115; in the data active = inhibition above about 15%; inconclusive = no clear call, values can overlap the other calls
Target sequence (Q9NXA8 whole entry, looked up): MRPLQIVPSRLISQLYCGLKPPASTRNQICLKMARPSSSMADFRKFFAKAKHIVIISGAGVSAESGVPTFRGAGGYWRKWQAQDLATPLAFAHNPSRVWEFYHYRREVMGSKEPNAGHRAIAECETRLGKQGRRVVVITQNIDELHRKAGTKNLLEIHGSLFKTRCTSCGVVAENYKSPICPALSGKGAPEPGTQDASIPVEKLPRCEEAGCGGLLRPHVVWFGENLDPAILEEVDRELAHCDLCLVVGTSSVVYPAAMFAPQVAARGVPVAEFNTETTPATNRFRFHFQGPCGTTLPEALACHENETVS
The depositor's hits bear a star; ? = inconclusive; · = no result given; & = joins results of further samples; ! = repeats disagree.

Structure	EWS-Fli block	PAX8 inh HTS	SIRT5 inh	ARNT TACC3 PPI	Casp6 inh	LGR2 antag	DENV2 CPE
O=[N+]([O-])c1cc([N+](=O)[O-])c2nonc2c1Nc1ccc(O)cc1	11	-13	5	13	24	-3	-3
CCN(CC)C(=O)Cn1cc(C(=O)C(=O)N2CC=C(c3ccccc3)CC2)c2ccccc21	-17	23	1	-4	7	23	-2
Cn1nccc1C(=O)OCC(=O)Nc1ccc(S(N)(=O)=O)cc1	1	-5	-1	-4	2	-8	-5
Cc1cccc2[nH]c3c(N4CC=C(c5ccc(F)cc5)CC4)ncnc3c12	-9	15	-3	·	-3	1	-9
Cc1csc(NC(=O)CSc2nc(=O)n(CCN(C)C)c3c2CCCC3)n1	9	14	2	1	4	3	-5
Cc1cccc(C)c1NC(=O)c1c[nH]c2ccccc12	-134	-137	0	-1	-2	-58	0
C[C@@H]1CN([C@@H](C)CO)C(=O)c2cc(NC(=O)CCCCCC(=O)Nc3ccccc3N)ccc2O[C@H]1CN(C)Cc1ccccc1	-7	13	21*	·	2	4	15
CC1CN(C(=S)NC(=O)c2ccccc2)CC(C)O1 (configuration not stated)	8	·	-1	-11	1	-3	-6
S=C(c1ccco1)N1CCOCC1	5	-1	·	16	-3	9	15
COc1ccc(/C=C/C(=O)N2CCCc3ccccc32)cc1	-33	-19	-1	23	9	·	-5
COc1ccc(CN2CCN(Cc3csc(C(C)=O)c3)CC2CCO)c(C)c1C (configuration not stated)	6	18	-1	·	-1	14	-4
CCOC(=O)C1(Cc2cccc(OC)c2)CCCN(C(=O)c2cc(C)on2)C1 (configuration not stated)	-79	-127	-3	-3	1	-27	15
COCCN(CCOC)Cc1cc(=O)oc2cc(C)cc(C)c12	-7	-1	4	·	3	2	-6
CC(C)C[C@H]1CNC(=S)N1C[C@H]1CCCN1C[C@H](CC(C)C)N1C[C@H](Cc2ccc(O)cc2)N(CC2CCCCC2)C1=S	25	40	0	·	-1	10	2
COc1ccc(NC(=O)Nc2cccc3c2O[C@H](CN(C)C(=O)Nc2ccc(F)cc2)[C@@H](C)CN([C@@H](C)CO)C3=O)cc1	0	-3	1	2	5	-14	6
CCCCOP(=O)(c1ccc(N(C)C)cc1)C(O)c1ccc(C(C)C)cc1 (configuration not stated)	21	6	-1	-8	5	21	7
Cc1cc(NC(=O)CCN2CCC(C)CC2)ccc1Br	-4	-14	-1	-6	-2	-4	?
C[C@H]1CN([C@@H](C)CO)C(=O)c2cc(NC(=O)CCN3CCOCC3)ccc2O[C@@H]1CN(C)Cc1ccc(C(=O)O)cc1	0	·	-3	-1	-1	-2	·
CCC(=O)N1CC2(C1)[C@H](c1ccccc1)[C@H](CO)N2C(=O)c1ccncc1	-4	·	-2	·	1	4	2
C[C@H]1CN([C@@H](C)CO)C(=O)c2cc(C3=CCCCC3)cnc2O[C@H]1CN(C)Cc1cccnc1	-7	-7	-7	-4	0	2	7

Continuation:
Structure	EWS-Fli block	PAX8 inh HTS	SIRT5 inh	ARNT TACC3 PPI	Casp6 inh	LGR2 antag	DENV2 CPE
O=[N+]([O-])c1cccc(-c2nnc(-c3ccccc3)o2)c1	-112	-173	1	1	-4	-136	1
CC(C)C#Cc1ccc2c(c1)O[C@@H](CN(C)C(=O)C1CC1)[C@H](C)CN([C@@H](C)CO)S2(=O)=O	2	·	0	5	0	3	?
O=C(N/N=C/c1cccs1)c1cncc(Br)c1	-5	-7	-4	1	4	-7	4
NS(=O)(=O)c1ccc(Nc2ccc3cc(S(=O)(=O)N4CCCCC4)ccc3n2)cc1	·	0	10	-6	7	3	-7
Cc1ccc(Oc2ncccc2NC(=O)CC2(CC(=O)O)CCCC2)c2c1CCC2	8	-9	-4	-5	-3	6	-1
O=C(CCCN1CCOC(c2ccccc2)C1)c1ccc(F)cc1 (configuration not stated)	8	-7	-4	-4	-3	-1	1
CO[C@@H]1CN(C)C(=O)c2ccc(NS(=O)(=O)CC(F)(F)F)cc2OC[C@H](C)NC[C@H]1C	7	10	-1	-1	·	0	-2
Cc1cc(C)c[n+](CC(=O)c2ccc(C)c([N+](=O)[O-])c2)c1	2	7	-12	3	-10	-2	0
O=C(NCCc1c[nH]c2ccccc12)C(=O)NCC1OCCCN1S(=O)(=O)c1ccccc1 (configuration not stated)	23	15	-1	2	0	·	-2
O=C(NC[C@H]1[C@@H](c2ccccc2)[C@@H](CO)N1C(=O)Cc1cccnc1)C1CC1	-5	-9	2	-6	-3	-5	13
COc1ccc(OC)c(-n2nnnc2SCC(=O)N2CCN(C(=O)c3ccco3)CC2)c1	3	13	1	-7	-1	-26	-5
CC(C)(C)C(O)CN1CCCC1 (configuration not stated)	-4	6	1	-7	1	21	-1
Cc1cc(C)cc(C(=O)Nn2cnnc2)c1	4	27	7	-8	-1	3	2
COc1ccc(N2CCN(C(=O)C(NC(=O)c3c(F)cccc3F)C(C)C)CC2)cc1 (configuration not stated)	-4	-7	-6	-2	3	-2	-2
CCOC(=O)c1nnn(-c2nonc2N)c1-c1ccc(Cl)cc1	5	-10	0	-2	4	4	-1
COCc1cn(CC[C@H]2CC[C@@H](NC(=O)Cc3cccnc3)[C@@H](CO)O2)nn1	-7	-6	-2	·	·	-7	4
CC(C)c1ccc(NC(=O)C2CCCCN2S(=O)(=O)c2ccccc2)cc1 (configuration not stated)	-4	16	11	3	1	15	7
COc1ccc2[nH]c(CN3CCC(CO)(CCOc4ccccc4)CC3)c(C)c2c1	-22	9	1	9	-1	-7	0
C/C=C/c1ccc([C@@H]2[C@H](CO)N(C(=O)CC)[C@H]2CNC(=O)c2ccncc2)cc1	0	-1	·	-4	·	15	-2
CN(C)CC(=O)N1[C@@H]2c3ccc(-c4ccccc4)c(=O)n3C[C@@H]2[C@@H](CO)[C@@H]1C(=O)NC1CCC1	1	·	-18	-2	-2	6	0

Some of these compounds in order of molecular weight, lowest first.
Structure	EWS-Fli block	PAX8 inh HTS	SIRT5 inh	ARNT TACC3 PPI	Casp6 inh	LGR2 antag	DENV2 CPE
O=C(CCCN1CCOC(c2ccccc2)C1)c1ccc(F)cc1 (configuration not stated)	8	-7	-4	-4	-3	-1	1
C/C=C/c1ccc([C@@H]2[C@H](CO)N(C(=O)CC)[C@H]2CNC(=O)c2ccncc2)cc1	0	-1	·	-4	·	15	-2
Cc1ccc(Oc2ncccc2NC(=O)CC2(CC(=O)O)CCCC2)c2c1CCC2	8	-9	-4	-5	-3	6	-1

Next results.
Structure	EWS-Fli block	PAX8 inh HTS	SIRT5 inh	ARNT TACC3 PPI	Casp6 inh	LGR2 antag	DENV2 CPE
COC(=O)[C@]12CCCCC=C1N(CCc1ccc(OC)c(OC)c1)C(=O)[C@H](CC(=O)NCc1ccc(C)o1)C2	0	12	2	·	-2	-4	-2
C=CCn1c(=O)c2c(nc3n2CC(C)CN3CCc2ccccc2)n(C)c1=O (configuration not stated)	2	6	1	3	6	17	-2
CCN(CC)c1ccc(NC(=O)CSc2nc3nc(C)cc(C)c3c(=O)[nH]2)cc1	4	·	4	2	4	1	-3
O=C(O)Cn1c(-c2ccccc2)cc2ccccc21	8	0	-6	-19	5	-18	-3
CC(=O)C[C@H](O)CC(=O)[C@H]1OC(=O)[C@@H](C)C/C=C\Cc2ccccc21	-3	7	·	-6	-4	3	-8
O=C(O)C(=Cc1ccccc1)Cc1ccccc1	10	-2	1	1	-8	4	-4
Cc1cc(C)cc(NC(=O)CSc2nc3ccccc3nc2N2CCCCC2)c1	12	-11	7	-6	-2	15	1
O=C(NC1CCN(S(=O)(=O)c2ccc(F)cc2)CC1)c1cccc(F)c1	3	-13	0	4	-1	8	1
COc1ccccc1N(C(=O)c1ccco1)C(C(=O)NC1CCCC1)c1ccc(N2CCOCC2)cc1 (configuration not stated)	11	-9	-8	11	·	-4	-4
CCOC(=O)N1CCN(C(=O)C[C@@H]2C[C@@]3(C(=O)OC)CC(C)(C)CC=C3N(Cc3ccccc3)C2=O)CC1	-9	-23	5	·	-2	-3	-14
O=C(c1ccc(F)cc1)N1CCN(C2=NS(=O)(=O)c3ccccc32)CC1	1	-21	2	·	0	-5	0
Cc1ccc(N=Cc2nc(-c3ccc(C)cc3)oc2O)cc1	-17	-4	-3	14	0	-28	1
Cc1noc(C)c1NC(=O)N(C)C[C@H]1OCCCC[C@H](C)Oc2ccc(NC(=O)C3CCCCC3)cc2C(=O)N([C@H](C)CO)C[C@@H]1C	2	-4	-4	-19	-1	4	-1
CC(C)C#Cc1ccc2c(c1)O[C@@H](CN(C)CC1CCOCC1)[C@@H](C)CN([C@@H](C)CO)S2(=O)=O	13	·	0	23	-5	6	-10
Cc1ccc(S(=O)(=O)N[C@H]2CC[C@H](CCn3cc(C(C)C)nn3)O[C@@H]2CO)cc1	-2	6	1	2	7	-2	6
C[C@@H]1CCCCO[C@@H](CN(C)C(=O)CCCN(C)C)[C@H](C)CN([C@@H](C)CO)C(=O)c2cc(NC(=O)Nc3ccccc3)ccc2O1	-7	-7	-1	0	-2	3	0
Cc1noc(C)c1NC(=O)N1C[C@H](O)COC[C@H]2O[C@H](CC(=O)NCC3CC3)CC[C@@H]21	-8	-3	2	-21	0	-2	-3
C[C@@H]1CN([C@@H](C)CO)C(=O)c2cc(/C=C/c3ccccc3)cnc2O[C@@H]1CN(C)S(=O)(=O)c1ccccc1	-5	·	-5	1	1	-14	-4
O=C(CSc1nnc(C2COc3ccccc3O2)o1)N1CCCCC1 (configuration not stated)	-29	-45	·	0	0	1	1
O=C1CN(Cc2ccc(F)cc2)C[C@H]2[C@H](c3ccc(-c4ccccc4)cc3)[C@@H](CO)N12	5	-4	1	·	-1	-2	0

(further entries)
Structure	EWS-Fli block	PAX8 inh HTS	SIRT5 inh	ARNT TACC3 PPI	Casp6 inh	LGR2 antag	DENV2 CPE
CCNC(=O)C[C@H]1C=C[C@H](NS(=O)(=O)c2ccc(F)cc2)[C@@H](CO)O1	7	-1	0	1	1	12	-2
COCCNC(=O)c1ccccc1N(Cc1ccccc1)S(=O)(=O)c1ccc(C)cc1	11	1	-4	1	0	-27	-7
Cc1cc(=O)oc2cc(OCC(=O)N3c4ccccc4NC(=O)C3(C)C)ccc12	3	8	·	-5	5	3	-7
Cc1ccc(S(=O)(=O)NCC(=O)N/N=C/c2ccc(Cl)cc2Cl)cc1	-3	22	·	-1	3	7	-9
CCN(c1ccccc1)S(=O)(=O)c1cc(CN2C(=O)c3cccnc3C2=O)ccc1OC	·	2	-3	36	1	14	-5
O=C(COC(=O)c1cccs1)Nc1ccccc1C(F)(F)F	-7	-4	-1	0	1	-5	-3
CCN(CC)c1nc(Oc2ccc(C(=O)OC)cc2)nc(N2CCOCC2)n1	5	-11	-4	-9	0	1	-2
C[C@H](CO)N1C[C@H](C)[C@@H](CN(C)C(=O)NC2CCCCC2)Oc2ccc(NS(C)(=O)=O)cc2C1=O	3&-1	4&-2	0	-3&31	-4&2	-11&1	29*!
Cn1cnc(S(=O)(=O)N[C@H]2C=C[C@H](CC(=O)N3CCN(c4ccccc4)CC3)O[C@H]2CO)c1	·	·	6	1	-1	3	8
O=C(O)C[C@H]1C[C@@H]2c3cc(NC(=O)C4CCC4)ccc3O[C@@H]2[C@@H](CO)O1	-4	2	-1	-24	-1	-6	-2
O=C(O)C1CCCCC1C(=O)Nc1ccc(-c2ccccc2)cc1 (configuration not stated)	-8	-3	-1	5	3	-10	3
COc1cc(/C=C2\SC(c3ccc(C)cc3)=NC2=O)cc(OC)c1O	2	·	-9	10	1	11	3
Cc1noc(C)c1S(=O)(=O)N(C)C[C@@H]1OCCCC[C@@H](C)Oc2ccc(NS(=O)(=O)c3ccc(F)cc3)cc2C(=O)N([C@H](C)CO)C[C@@H]1C	-8	-25	·	-11	·	0	-10
CC1(C)Cc2c(cnn2-c2ccc(F)cc2)C(NC(=O)C2CCC2)C1 (configuration not stated)	·	-72	2	-3	-3	0	4
COc1ccccc1CC(=O)Nc1ccc(-c2noc(COc3cccc(C)c3C)n2)cc1	15	34	·	-8	0	13	12
